HCMV antiviral = qHTS Assay for inhibitors of the human cytomegalovirus (HCMV); HFF cells, HCMV-luciferase reporter, 72 h; stronger effect = lower value; activity change, negative = inhibition, % at 57.5 µM; 4.5% of 410,000 active; AID 1259415, 2018; in the data active = activity change below about -60%; inconclusive = no clear call, values can overlap the other calls; inactive = above about -39%
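Screen run at 2 compound doses on HFFs infected with reporter HCMV, MOI 1 PFU/cell. Luciferase activity from cell lysates at 72 h post infection gave inhibition relative to buffer-only and Salinomycin wells.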
AmpC no deterg = qHTS Inhibitors of AmpC Beta-Lactamase (assay without detergent); 0.52% of 330,000 active; AmpC nitrocefin hydrolysis, absorbance 480 nm, 0.0001% Triton; P00811; Potency, µM (series often up to 57.1 µM), without a hit: at the top dose activity change, negative = inhibition, usual class: inhibitors;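 note: potency is the fitted concentration of half-maximal effect; plate controls were no compound for no effect and no enzyme for full effect; nearly all actives have a fitted effect of over 20% in size; some results filed as inactive show a strong effect at the top dose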
Target sequence (P00811 whole entry, looked up): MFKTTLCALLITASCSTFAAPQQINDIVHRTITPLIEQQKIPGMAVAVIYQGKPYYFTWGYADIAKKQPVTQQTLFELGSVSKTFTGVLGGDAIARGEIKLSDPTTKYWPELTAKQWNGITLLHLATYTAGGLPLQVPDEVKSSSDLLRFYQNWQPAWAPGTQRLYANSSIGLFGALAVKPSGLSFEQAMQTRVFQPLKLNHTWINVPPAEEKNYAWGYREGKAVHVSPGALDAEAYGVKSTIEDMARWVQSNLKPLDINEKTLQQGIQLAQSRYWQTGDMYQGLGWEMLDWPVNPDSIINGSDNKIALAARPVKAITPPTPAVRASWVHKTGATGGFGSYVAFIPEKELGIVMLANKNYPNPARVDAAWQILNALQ
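AmpC (5.3 nM in the dispensed reagent) in 20 mM phosphate pH 7.0 with 0.01% (detergent screen) or 0.0001% Triton X-100 was preincubated with compounds for 15 min at room temperature. Nitrocefin was then added from an 800 uM solution, and hydrolysis was followed at 480 nm.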
AmpC detergent = qHTS Inhibitors of AmpC Beta-Lactamase (assay with detergent) | AID 485294, 2010 | 0.041% of 370,000 active | P00811 | Potency, µM (titrated, usually from 114 µM), for the others: at the highest dose activity change, negative = inhibition, hits mostly inhibitors | AmpC hydrolysis of nitrocefin, absorbance 480 nm, 0.01% Triton;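 note: potency is the fitted concentration of half-maximal effect; 0% = no-compound wells and -100% = no-enzyme wells; nearly all actives have a fitted effect of over 25% in size; some results filed as inactive show a strong effect at the top dose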
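AmpC (5.3 nM in the dispensed reagent) in 20 mM phosphate pH 7.0 with 0.01% (detergent screen) or 0.0001% Triton X-100 was preincubated with compounds for 15 min at room temperature. Nitrocefin was then added from an 800 uM solution, and hydrolysis was followed at 480 nm.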
HCV inh = qHTS Assay for Inhibitors of Hepatitis C Virus (HCV) | Huh7.5.1 HCVcc-Cre infection, luciferase reporter, 44 h | Potency, µM (doses to about 41.8 µM), for the others: top-dose activity change, negative = inhibition, usual class: inhibitors | 3.4% of 340,000 active; note: potency is the fitted concentration of half-maximal effect
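Infectious HCVcc-Cre (~0.5 moi) was added to cells just after compound, with cells seeded 4 h earlier at 1,000 per well. Luciferase activity after 44 h culture reported infection; substrate was incubated 15 min at room temperature before reading.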
Sm TGR inh = qHTS Assay for the Inhibitors of Schistosoma Mansoni Peroxiredoxins; purified TGR, DTNB reduction, TNB absorbance 405 nm; AID 485364, 2010; 3% of 360,000 active; Schistosoma mansoni thioredoxin glutathione reductase (TGR), Q962Y6; Potency, µM (doses to about 114 µM), inactives show at the top dose activity change, negative = inhibition, hits mostly inhibitors; note: potency is the fitted concentration of half-maximal effect; nearly all actives have a fitted effect of over 60% in size
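TGR 20 nM + NADPH 100 uM (dispensed conc.), cpd preinc 15 min RT; start with NADPH (500 uM addition) then DTNB (15 mM addition). Kinetic TNB absorbance, 405 nm filter. Four-parameter Hill fit across titration.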
Giardia FBPA inh = qHTS Assay for Inhibitors of Fructose-1,6-bisphosphate Aldolase from Giardia Lamblia | purified Giardia FBPA | A8B2U2 | Potency, µM (titrated, usually from 59.6 µM), for the others: top-dose activity, negative = inhibition, usual class: inhibitors | 0.71% of 290,000 active; note: potency is the fitted concentration of half-maximal effect; nearly all actives have a fitted effect of over 55% in size
Target sequence (A8B2U2 whole entry, looked up): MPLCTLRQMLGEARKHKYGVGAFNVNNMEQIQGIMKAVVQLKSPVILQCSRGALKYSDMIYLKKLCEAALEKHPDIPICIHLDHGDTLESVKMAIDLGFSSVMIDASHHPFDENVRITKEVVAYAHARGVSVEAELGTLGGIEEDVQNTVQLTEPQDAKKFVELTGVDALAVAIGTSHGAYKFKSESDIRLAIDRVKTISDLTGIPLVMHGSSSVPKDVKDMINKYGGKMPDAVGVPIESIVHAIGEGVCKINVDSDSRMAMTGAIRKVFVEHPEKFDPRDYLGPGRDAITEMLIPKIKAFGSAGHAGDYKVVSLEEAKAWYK
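40 nM FBPA preincubated 10 min at RT with compound (up to 57.5 uM final), then substrate plus GAPDH/TPI/NAD/arsenate coupling and diaphorase/resazurin added. Fluorescence read after 20 min at RT, 525/598 nm.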
* hit, by the source's call; ? = inconclusive; . = not tested or not shown; [ ] = another dose, or the depositor's remark. Unless noted, calls come from the whole dose curve; as a rule, active = well fitted curve in the direction sought with a large enough effect; inconclusive = small, poorly fitted or top-dose-only effect, or another doubt; inactive = no such curve, though single readings can be large; an effect the other way counts as inactive or inconclusive. Unless noted, % is set by controls: 0 for no effect and ±100 for the full control effect.

SMILES | HCMV antiviral | AmpC no deterg | AmpC detergent | HCV inh | Sm TGR inh | Giardia FBPA inh
COc1ccc(Cl)cc1NC(=O)CSc1cccc[n+]1[O-] | 6 | -38% | . | 10% | . | .
Cc1nn(-c2ccccc2)nc1C(=O)OCC(=O)N1CCCCC1C (configuration not stated) | 37 | -16% | . | -27% | . | .
Cc1cccc(NC(=O)C2CCN(S(=O)(=O)c3cccs3)CC2)c1 | -2 | -35% | -20% | 8% | 5% | 2%
CN(C)S(=O)(=O)c1ccc(S(=O)(=O)NCc2ccc3c(c2)OCO3)cc1 | 28 | -18% | -18% | -3% | -19% | 12%
CCCNC(=O)/C=C/c1ccc(S(=O)(=O)Nc2ccccc2OC)cc1 | -37 | -30% | -15% | ? | -8% | 0%
Cc1cc(C)c2[nH]c(=O)c(CN(CC3CCCO3)C(=S)Nc3ccccc3)cc2c1 (configuration not stated) | -10 | -20% | -13% | 0% | -6% | 0%
O=C(COC(=O)c1ccccc1NC(=O)c1ccccc1)c1cccc([N+](=O)[O-])c1 | -10 | -11% | -10% | 31%[activator] | -2% | 1%
CC(=O)Nc1ccc(C23CC4CC(CC(C4)C2)C3)cc1 | -22 | 62%[activator] | -1% | -1% | -7% | -2%
CN(C)c1ccc(C(=O)OCC(=O)Nc2ccc(S(N)(=O)=O)cc2)cc1 | 3 | -24% | ? | -4% | -36% | 0%
COc1ccc(NC(=O)CNS(=O)(=O)c2ccc(Cl)cc2)cc1OC | -11 | -14% | 1% | 10% | -1% | -5%
CNC[C@@H]1Oc2ccc(NS(=O)(=O)c3ccc(Cl)cc3)cc2C(=O)N([C@H](C)CO)C[C@@H]1C | -20 | 184%[activator] | . | -7% | . | .
CCCC(O)(c1ccc(Br)cc1)C(CN1CCOCC1)c1ccc(Cl)cc1 (configuration not stated) | ? | 105%[activator] | -9% | ? | 7% | -20%
C=COC(=O)c1sc2nc(C)cc(C)c2c1N | 22 | -26% | -9% | -18% | 12% | 2%
Cc1ccc(C(C(=O)NC2CCCC2)N(CCCO)C(=O)Cn2nnc(-c3ccc(C)o3)n2)cc1 (configuration not stated) | 6 | 83%[activator] | -8% | 0% | -4% | 2%
CCO/N=C(\N)c1[nH]ncc1Br | 13 | -5% | -8% | 6% | -3% | 2%
COc1ccc(CN2CCN(C(=O)c3cc(OC)c(OC)c(OC)c3)CC2)cc1OC | 106 | 17% | -8% | -14% | -19% | -16%
O=C(NNC(=S)NCc1ccccc1)c1ccccc1OC(F)F | -39 | -26% | -1% | 24% | 0% | 17%
CCCCc1c(O)nc(SCC(=O)Nc2cccc3ccccc23)n(-c2ccccc2OC)c1=O | 13 | -29% | 3% | 30%[activator] | -14% | ?
Cc1cccc(C(=O)N2CCN(c3ccccn3)CC2)c1 | -8 | 0% | -4% | 23% | -13% | -1%
CCCCOc1ccc(-c2nnn(C(C)C(=O)OCC)n2)cc1 (configuration not stated) | 28 | 14% | -6% | -6% | 5% | -4%
CCOC(=O)c1c(NC(C)=O)c2c3c(sc2n1Cc1nc(-c2ccccc2C)oc1C)CCCC3 | 5 | . | -1% | . | 1% | .
CC(=O)c1c(NC(=O)c2ccccc2)[nH]c(-c2ccccc2)nc1=S | -84* | 22µM* | ? | 1% | 0% | 12%
COc1ccc(S(=O)(=O)NC2CCCC2)cc1Cl | ? | -19% | 3% | 9% | -5% | .
CC(C)C(=O)N/N=C/c1ccc(OCc2ccccc2)cc1 | -6 | -10% | -11% | -17% | 13% | 0%
COC(=O)c1ccc(NC(=O)C(=O)N2CCN(C(=S)Nc3cccc(C)c3C)CC2)cc1 | 17 | 2% | 0% | -20% | 3% | -6%
CC(=O)N=C1SC2CS(=O)(=O)CC2N1c1cccc(Cl)c1Cl (configuration not stated) | -21 | -21% | -11% | 4% | -26% | 9%
O=C(CCCN1C(=O)c2ccccc2C1=O)Nc1cccc(S(=O)(=O)NC2=NCCC2)c1 | 17 | 25% | 1% | 9% | -2% | 3%
CC(=O)N1c2c(cc(Br)cc2S(=O)(=O)NCc2cccnc2)CC1C (configuration not stated) | 41 | -9% | -1% | 18% | -1% | 1%
COCCNC(=S)Nc1ccc(S(=O)(=O)Nc2cnc3ccccc3n2)cc1 | -21 | -56% | -6% | -3% | 51%[activator] | 2%
CC(C)Oc1cccc(C(=O)Nc2ccccc2N2CCOCC2)c1 | -18 | -7% | -1% | ? | -5% | -5%

The list goes on, starting with the last 2 of the part before.
SMILES | HCMV antiviral | AmpC no deterg | AmpC detergent | HCV inh | Sm TGR inh | Giardia FBPA inh
COCCNC(=S)Nc1ccc(S(=O)(=O)Nc2cnc3ccccc3n2)cc1 | -21 | -56% | -6% | -3% | 51%[activator] | 2%
CC(C)Oc1cccc(C(=O)Nc2ccccc2N2CCOCC2)c1 | -18 | -7% | -1% | ? | -5% | -5%
CSc1nc2ccsc2c(=O)n1-c1cccnc1 | -37 | -10% | ? | 9% | 3% | 5%
COc1ccc(OC)c(/C=N/NC(=O)CCCC(=O)Nc2cccc(Br)c2)c1 | 4 | -6% | -9% | . | 4% | -26%
CCOC(=O)N1CCC(N(CCN(C)C)C(=S)Nc2ccccc2OC)CC1 | 0 | -2% | ? | -5% | 2% | ?
CCCOc1ccc(N2C(=O)CC(N(CCc3ccc(OC)cc3)C(=O)c3cccc(F)c3)C2=O)cc1 (configuration not stated) | -15 | -14% | ? | ? | 4% | -16%
NNC(=O)CN1C(c2ccccc2Br)=Nc2ccc(Br)cc2C1c1ccccc1 (configuration not stated) | -3 | 166%[activator] | 13% | 8% | 15% | ?
Cc1cccc(C(=O)NC2CC(C)(C)NC(C)(C)C2)c1 | -7 | -12% | -12% | 14% | -13% | -3%
CCC(C)[C@H]1CNCCN1CC1(c2ccccc2)CC1 (some centres not stated) | ? | -6% | -8% | 13% | -22% | .
CN1CCC(=NNC(=O)C(=O)Nc2ccc(F)cc2)CC1 | -25 | -26% | 0% | 11% | 6% | 2%
COC(=O)c1ccccc1Sc1c(/C=N/OCc2ccc(Cl)cc2)c(C(F)(F)F)nn1C | 28 | -3% | -5% | ? | 5% | -6%
O=C(O)c1ccccc1C(=O)NNc1ccc(Cl)cc1 | 5 | -5% | 0% | -1% | -33% | 0%
C/C(=N\NC1=NCCN1)c1ccc(N)c([N+](=O)[O-])c1 | 24 | -2% | 2% | ? | 6% | -1%
Cn1nccc1C(=O)NC(=S)Nc1cc(Cl)cc(Cl)c1 | ? | -12% | -5% | -13% | -13% | .
CC(=O)Nc1sc(C)c(C)c1C(=O)Nc1ccc(C)cc1 | -18 | -19% | -3% | 6% | -1% | -2%
COc1ccc(N(CC(=O)N/N=C/c2ccco2)S(=O)(=O)c2ccccc2)cc1 | -22 | -48% | 0% | 3% | 28µM* | 8%
COc1ccc(CCNC(=O)C(NS(=O)(=O)c2cccc3nsnc23)C(C)C)cc1OC (configuration not stated) | -8 | -14% | 8% | -2% | -19% | .
CC(c1ccco1)N(C(=O)Nc1ccc(Cl)cc1)c1ccccn1 (configuration not stated) | -10 | -26% | ? | -19% | -29% | -2%
COc1ccc(/C=N/NC(=O)C(=O)N2CCCCCC2)cc1[N+](=O)[O-] | 20 | 5% | -1% | -11% | 1% | .
CC(C)C(=O)N1CCN(c2ccc(NC(=O)c3ccc4c(c3)OCCO4)cc2)CC1 | -30 | -11% | 2% | -8% | -3% | 2%
COc1ccc(Cc2nc(-c3ccc(Br)o3)no2)cc1OC | 43 | 13% | ? | ? | ? | -28%
Cc1ccc(-c2nc3ccccc3c(=O)n2NC(=O)c2cccs2)cc1 | -24 | -46% | ? | -6% | -7% | -4%
C=CCC1Cc2c(cccc2[N+](=O)[O-])C(CC=C)N1 (configuration not stated) | ? | 3% | 8% | -3% | ? | -2%
Cc1nn(C(=O)c2ccccc2F)c(C)c1S(=O)(=O)N1CCCCCC1 | 4 | . | 17% | . | 2% | .
CCN1CCN(c2cc(C)c3cc(NC(=O)CCC(=O)N4CCN(c5ccccc5)CC4)ccc3n2)CC1 | -18 | 175%[activator] | -8% | ? | -3% | 5%
COc1ccccc1OCCC(=O)OCC(=O)c1c(N)n(C)c(=O)n(C)c1=O | ? | 1% | 6% | 6% | ? | -13%
S=c1[nH]nc(-c2ccncc2)n1CC1CCCO1 (configuration not stated) | -22 | -13% | 4% | 5% | -36% | ?
Cc1cc(C)nc(/N=C(/NC(=O)Nc2cccc(Cl)c2)Nc2ccccc2)n1 | 5 | -22% | 3% | ? | 8% | 1%
O=C(NNS(=O)(=O)c1ccccc1)c1csc(-c2cccnc2)n1 | -7 | -25% | -3% | 24% | -9% | 0%
Cc1nc2c(C)cccn2c1/C(O)=C1\C(=O)C(=O)N(CCN2CCOCC2)C1c1ccncc1 (configuration not stated) | -6 | -9% | 1% | 23% | -35% | -27%
COc1cccc(/C=C/C(=O)c2ccc(NC3=NCCCS3)cc2)c1 | 11 | -44% | -14% | -24% | -16% | -1%
CN(C(=O)CSc1cc(Cl)ccc1Cl)C1CCS(=O)(=O)C1 (configuration not stated) | 25 | -9% | . | 0% | . | .
N#Cc1ccc2c(c1)NC(=O)C1CCCN21 (configuration not stated) | 3 | -42% | 2% | ? | 20µM* | -8%
Cc1cc(C)cc(NC(=O)Cn2c(-c3cncs3)nc3ccccc32)c1 | -27 | . | -9% | . | -9% | .
CCCN1C(=O)/C(=C/c2ccncc2)SC1=S | -22 | -6% | -4% | 2% | 6% | -7%
CC(C)(C)n1nnnc1C(c1cccs1)N1CCN(c2ccccc2)CC1 (configuration not stated) | 9 | -17% | 1% | 3% | -7% | 14%
COC(=O)/C(=C\Nc1ccc(Cl)cc1Cl)NC(=O)c1ccc(Cl)cc1Cl | -27 | . | -5% | -7% | 2% | -2%
Cc1[nH]ncc1N=Cc1ccc([N+](=O)[O-])cc1 | -39 | -20% | ? | -2% | 0% | -13%

Some of the entries so far, in CSV form:
SMILES,HCMV antiviral,AmpC no deterg,AmpC detergent,HCV inh,Sm TGR inh,Giardia FBPA inh
Cc1[nH]ncc1N=Cc1ccc([N+](=O)[O-])cc1,-39,-20%,?,-2%,0%,-13%
CC(C)(C)n1nnnc1C(c1cccs1)N1CCN(c2ccccc2)CC1 (configuration not stated),9,-17%,1%,3%,-7%,14%
CCCN1C(=O)/C(=C/c2ccncc2)SC1=S,-22,-6%,-4%,2%,6%,-7%
N#Cc1ccc2c(c1)NC(=O)C1CCCN21 (configuration not stated),3,-42%,2%,?,20µM*,-8%
Cc1cc(C)cc(NC(=O)Cn2c(-c3cncs3)nc3ccccc32)c1,-27,.,-9%,.,-9%,.
COC(=O)/C(=C\Nc1ccc(Cl)cc1Cl)NC(=O)c1ccc(Cl)cc1Cl,-27,.,-5%,-7%,2%,-2%

Screens as filed in PubChem BioAssay.
